RMI FANCM FP = inhibitors of human RMI core complex binding to FANCM MM2; Fluorescence polarization, RMI core complex with F-MM2 peptide; active compounds read low; FP signal (polarization) at 33 µM; 0.58% of 70,000 active; AID 1159607; in the data active = FP signal below about 40; also: inactives centre near 61; strong numbers were not always called active; unit not given here
An asterisk follows results filed as active; & = joins results of further samples. Some of the compounds tested; the hit share may differ from the screen's.

RMI FANCM FP	compound
56	O=C(CC1CCCCN1S(=O)(=O)c1ccc(Cl)cc1)Nc1nccs1 (stereo unspecified)
195	O=c1oc2ccc(Br)cc2cc1-c1nnc(Nc2ccccc2F)s1
64	O=c1c2c(c1=O)NCCCN2
59	CN1CCc2cc(C(CNC(=O)NC(C)(C)C)N3CCOCC3)ccc21 (stereo unspecified)
64	O=C(Cc1csc(Nc2cccc(Cl)c2)n1)N1CCN(C(=O)c2ccco2)CC1
57	Cc1nc2ccccc2c(=O)n1-c1cccc(NC(=O)c2ccc(Cl)c([N+](=O)[O-])c2)c1
61	CC(C)(C)n1nc2c(c1NC(=O)c1ccccc1C(F)(F)F)CS(=O)(=O)C2
56	O=C(Nc1ccc(Cl)cc1)Nc1ccc(-c2nnc3n2CCCCC3)cc1
62	Cc1c(Cl)cccc1NC(=O)Cn1cccc(-c2nc(-c3ccccc3)no2)c1=O
72	CN1CCN(C(CN)c2ccsc2)CC1 (stereo unspecified)
75	COC(=O)c1sc(-c2ccccc2)cc1NC(=O)c1ccc(Cl)cc1
61	CCc1ccc(S(=O)(=O)NCCOc2cc(N3CCOCC3)ncn2)cc1
81	O=C(Cn1cnc2c(sc3ccccc32)c1=O)Nc1ccc(F)c(F)c1
67	COc1ccc(NC(=O)C2CCCCN2S(C)(=O)=O)c2ccccc12 (stereo unspecified)
53	COc1ccc(Br)c(C(=O)Nc2cc(C)cc(Cl)c2)c1
55	Oc1ccc(C=Nc2ccc(Cc3ccc(N=Cc4ccc(O)c(O)c4)cc3)cc2)cc1O
56	Cc1ccccc1Nc1nc(N2CCC(Cc3ccccc3)CC2)nc2c1cnn2C
62	O=S(=O)(CCO/N=C\c1ccco1)c1ccc(Cl)cc1
64	CCOc1ccccc1C(=O)NNC(=O)c1ccc(=O)n(Cc2ccccc2)c1
55	COc1cc(C(=O)N(Cc2cccnc2)c2nc3ccc(Cl)cc3s2)cc(OC)c1OC
64	Cc1cccc(S(=O)(=O)NCCn2ncccc2=O)c1
49	O=[N+]([O-])c1ccc2ncccc2c1-n1cccc1
61	CCOC(=O)c1ccc(NC(=O)CSCc2ccco2)cc1
65	COc1ccc(OC)c(S(=O)(=O)NCCN2CCN(c3ccccc3F)CC2)c1
66	COc1ccc(CC(=O)N(CCn2cccn2)c2nc3ccccc3s2)cc1

Another view of some results above.
Molecule,RMI FANCM FP
COc1ccc(Br)c(C(=O)Nc2cc(C)cc(Cl)c2)c1,53
O=S(=O)(CCO/N=C\c1ccco1)c1ccc(Cl)cc1,62

Going on with the list.
RMI FANCM FP	compound
55	Oc1c(C(Nc2cccc(Cl)c2)c2cccnc2)ccc2cccnc12 (stereo unspecified)
59	COc1ccc(Cc2nnc(C3CCN(C(=O)C4CCCC4)CC3)s2)cc1
59	CN(C)S(=O)(=O)N1CCN(C(=O)c2ccccc2)CC1
61	CCCCCNC(=O)CCc1csc(NS(=O)(=O)c2ccc(F)cc2)n1
66	COc1ccc(/C=C/C(=O)Nc2nnc(Cc3ccc(F)cc3)o2)cc1OC
78	CCOC(=O)c1ccc(-n2c(N)c(C(=O)NC3CCCCC3)sc2=S)cc1
41	Clc1ccc(SCc2csc(-c3ccno3)n2)cc1
65	CCOC(=O)c1sc(NC(=O)c2ccc(OC)cc2OC)nc1-c1ccccc1
50	N#Cc1nccnc1N1CCN(Cc2ccccc2)CC1
65	CCOc1cccc2sc(N(CC3CCCO3)C(=O)c3ccn(CC)n3)nc12 (stereo unspecified)
55	COC(=O)/C=C(/c1ccccc1)n1cnc2ccccc21
73	O=C(c1cccs1)N1CCc2ccc(NS(=O)(=O)c3ccc4c(c3)OCCO4)cc21
64	O=S(=O)(c1cccc(Cl)c1)N1CCN(c2ccc3nnc(-c4ccco4)n3n2)CC1
63	O=C(CC1(O)C(=O)Nc2ccc(Br)cc21)c1ccc(F)cc1 (stereo unspecified)
65	CCCCC1CCC(C(=O)NCCCn2nc(-c3ccncc3)ccc2=O)CC1 (stereo unspecified)
54	O=C(/C=C/c1ccc(Cl)c(Cl)c1)NCc1cccnc1
61	CCOC(=O)CCC(=O)N1CCC(c2nnc(-c3ccccc3OC)s2)CC1
56	Cc1nc(Sc2ccc(Cl)cc2)c(C#N)c(C)c1[N+](=O)[O-]
56	Cc1cc(C2CCCCC2)ccc1O
63	COc1ccc(CC(=O)Nc2c3c(nn2C)CCC3)cc1C
63	O=C(Cc1ccccc1)N1CCCC(c2nnc(Cc3ccc(F)cc3)o2)C1 (stereo unspecified)
52&56	C[C@@H](O)[C@H]1C(=O)N2C(C(=O)O)=C(S[C@@H]3CN[C@H](C(=O)N(C)C)C3)[C@H](C)[C@H]12
64	COc1ccc(OCCC(=O)Nc2nc3cc(OC)ccc3s2)cc1
55	CCOc1ccc(-c2cccc(NS(=O)(=O)c3cccc(Cl)c3)c2)nn1
56	N#CC(=C(O)c1ccc(S(=O)(=O)N2CCOCC2)cc1)c1nc2ccccc2[nH]1

Exported as comma-separated lines: entries from further up.
SMILES,RMI FANCM FP
CCCCC1CCC(C(=O)NCCCn2nc(-c3ccncc3)ccc2=O)CC1 (stereo unspecified),65
O=C(/C=C/c1ccc(Cl)c(Cl)c1)NCc1cccnc1,54
CCOC(=O)CCC(=O)N1CCC(c2nnc(-c3ccccc3OC)s2)CC1,61

(further entries)
RMI FANCM FP	compound
65	O=C(Cc1cccs1)Nn1cnc2c(cnn2-c2cccc(Cl)c2)c1=O
63	Cc1ccc(S(=O)(=O)N=C2C(Br)=C(Br)C(=O)C(C)(Br)C2Br)cc1 (stereo unspecified)
57	COC(=O)Cn1c(=NC(=O)C2CCN(S(=O)(=O)c3cccs3)CC2)sc2cc(C(C)C)ccc21
54	COc1ccccc1C(=O)Nc1ccc(Nc2ccc(-n3nc(C)cc3C)nn2)cc1
58	CSc1sc(-c2ccnc(=S)[nH]2)c2c1C(=O)CC(C)(C)C2
69	OCCCNc1ncnc2scc(-c3ccc(F)cc3)c12
58	COc1ccc(C(CNC(=O)C(=O)Nc2ccccc2[N+](=O)[O-])N2CCOCC2)cc1 (stereo unspecified)
59	NC(=O)C1CCN(CN2C(=O)c3ccccc3C2=O)CC1
65	Cc1cc(C)cc(C(=O)NCCn2ncc3c(N4CCN(Cc5ccccc5)CC4)ncnc32)c1
67	COC(=O)c1ccc(Cn2nc(C3CC3)c3cnn(-c4cccc(Cl)c4)c3c2=O)cc1
59	CN(C(=O)CSc1ccc(Cl)cc1)c1ccccc1C(=O)NC1CCCCC1
69	O=C(NCCn1ncc2c(=O)n(Cc3cccc(Cl)c3)cnc21)c1ccc(Br)o1
64	COC(=O)c1ccc(NC(=S)NC(=NCS(=O)(=O)c2ccc(C)cc2)c2ccc(OC)cc2)cc1
54	O=C(CSC1=NS(=O)(=O)c2cc(Cl)ccc2N1)Nc1ccc2c(c1)OCO2
57	CC1(C)CC(=O)C2=C(C1)OC1=C(C(=O)CC(C)(C)C1)C2c1ccc([N+](=O)[O-])s1
119	CS(=O)(=O)c1ccc2nc(NC(=O)Cc3cn(Cc4ccc(F)cc4)c4ccccc34)sc2c1
90	CC(=O)Nc1ccc2c(=O)cc(-c3ccc(C)cc3)oc2c1
60&72	Cc1ccc(NC(=O)C(=O)NCC(c2ccc3c(c2)CCN3C)N(C)C)cc1F (stereo unspecified)
54	O=C(Cc1csc(NC(=O)Cc2ccccc2)n1)NO
56	Cc1cccc(S(=O)(=O)Nc2cc(C(C)(C)C)cc(C(C)(C)C)c2)c1
56	CC(C)(C)S(=O)(=O)/C(C#N)=C/Nc1ncccn1
67	Cn1c(SCC(=O)Nc2ccc(F)cc2)nc2c(-c3ccccc3)csc2c1=O
69	Cc1cc(-c2nnc(NC(=O)CCCS(=O)(=O)c3ccc(F)cc3)o2)n(C)n1
64	Cc1ccc(C(=O)Nc2ccc(SCC(=O)NCc3cccs3)nn2)cc1
108	COCCn1c(=NC(=O)c2ccccc2NS(=O)(=O)c2ccc(C)cc2)sc2c(C)cc(C)cc21

4 structures from above, ordered by number of heavy atoms, descending.
RMI FANCM FP	compound
65	Cc1cc(C)cc(C(=O)NCCn2ncc3c(N4CCN(Cc5ccccc5)CC4)ncnc32)c1
67	Cn1c(SCC(=O)Nc2ccc(F)cc2)nc2c(-c3ccccc3)csc2c1=O
54	O=C(CSC1=NS(=O)(=O)c2cc(Cl)ccc2N1)Nc1ccc2c(c1)OCO2
90	CC(=O)Nc1ccc2c(=O)cc(-c3ccc(C)cc3)oc2c1

Further results follow:
RMI FANCM FP	compound
66	O=C(NCCCn1nc(-c2ccco2)ccc1=O)c1cc2ccccc2oc1=O
54	Fc1cc(F)cc(Cc2nc(-c3cccs3)no2)c1
52	Cc1ccc(OCC(O)Cn2c(=S)[nH]c3c2c(=O)n(C)c(=O)n3C)cc1 (stereo unspecified)
66	CC1(C)COc2ccc(NC(=O)c3cccc(Br)c3)cc2NC1=O
47	O=C(Nc1ccccc1)OC1CCCC1
90	CC(C)Cc1ccc(C(C)c2nc3ccccc3[nH]2)cc1 (stereo unspecified)
61&54&68	CN(C)CCC(c1ccc(Cl)cc1)c1ccccn1 (stereo unspecified)
61	CC(C)(C)C(=O)NC(n1cnc2c(N3CCOCC3)ncnc21)C(Cl)(Cl)Cl (stereo unspecified)
92	Brc1ccc(-c2nnc3sc(-c4cccs4)nn23)cc1
57	O=C(CN1C(=O)c2ccccc2C1=O)N1CCN(c2ccc(F)cc2)CC1
66	CCn1nc(C)cc1C(=O)N1CCNC(=O)C1(C)C
59	Cc1ccc(C(=O)c2ccc(OCCOc3ccc([N+](=O)[O-])cc3)cc2)cc1
69	O=C(C1CC1)N1CCc2ccc(NS(=O)(=O)c3ccc4c(c3)OCCO4)cc21
57	O=C(Nc1ccc(O)cc1)N1CCOCC1
60	C(=Nc1ccc(N2CCOCC2)cc1)c1ccc2c(c1)OCO2
63	COc1ccc(-c2noc(-c3cc(C4CC4)[nH]n3)n2)cc1OC
96	CC(C)c1ccc(S(=O)(=O)NCC2CCN(Cc3cccs3)CC2)cc1
64	COc1ccc(S(=O)(=O)Nc2ccc3c(c2)OCC(C)(C)C(=O)N3C)cc1Cl
62	CCC1=C(C(=O)OC)C(c2cccs2)n2ncnc2N1 (stereo unspecified)
66	CS(=O)(=O)N1CCCC(C(=O)Nc2nc(-c3ccc4c(c3)OCO4)cs2)C1 (stereo unspecified)
77	CCc1nnc(NC(=O)c2ccc(-c3ccccc3F)o2)s1
51	O=C1c2ccccc2S(=O)(=O)N1Cc1ccc2nsnc2c1
54	O[C@@H]1C=CO[C@@H]2COC(c3ccccc3)O[C@@H]12 (stereo partly specified)
62	Cc1cc(NC(=O)C2CCCCC2)n(-c2nc3ccccc3s2)n1
66	CC(C)(C)OC(=O)N1CCN(CCC#N)CC1
59	COC(=O)CCC(=O)Nc1sc(Cc2ccccc2)c(C)c1C(N)=O
125	COc1cc(CSc2nc(CC(=O)Nc3ccccc3SC)cs2)cc(OC)c1
62	Cc1nc(SCC(=O)O)sc1C
59	COc1cccc(NC(=S)NNc2ccc([N+](=O)[O-])cc2)c1
64	Cc1cc(C(=O)CSc2nnc3ccc4ccccc4n23)c(C)n1-c1cc(F)ccc1F
63	Cc1c(Cc2ccc3c(c2)OCO3)sc(NC(=O)/C=C\c2ccccc2Cl)c1C#N
91	COc1ccc(Cl)c2sc(N(CCCN3CCOCC3)C(=O)c3ccn(C)n3)nc12
58	Cc1ccc(SCCC(=O)Nc2cccc(Cl)c2Cl)cc1
54	O=C(Nc1ccc(N2CCOCC2)cc1)c1cc2cc(Cl)ccc2[nH]1
53	CC(C)(C)OC(=O)N1Cc2ccccc2C[C@H]1C(=O)NCCN1CCOCC1
69	CCc1ccc(-c2csc(/C(C#N)=C/Nc3cccc(C)c3)n2)cc1
66	COc1ccc(N2CCN(CCNC(=O)c3cccc(F)c3)CC2)cc1
72	O=C1NCCc2c(O)cccc21
53	O=C(NCCSc1ncc(-c2ccc(F)cc2)[nH]1)c1ccccc1F
86	NNC(=O)CCCCCN1C(=O)c2cccc3cccc(c23)C1=O
64	CN(C)c1ccc(NC(=O)c2ccccc2Br)cc1
73	O=C(O)C1COc2ccccc2O1 (stereo unspecified)
66	O=C(Nc1ccc(-c2ccc(N3CCOCC3)nn2)cc1)c1ccc(Br)o1
52	COc1ccc(C)cc1NC(=O)C(=O)NCc1ccccc1F
57	O=c1c(Br)coc2ccccc12
53	Cc1c(Sc2ccc(Cl)cc2)cnn1C(=O)c1ccccc1
64	COc1ccc(Cl)cc1NC(=O)CN1CCN(C(=O)N2CCOCC2)CC1
56	CCN1C(=O)/C(=C2/SC(c3ccccc3)=C3N=CC(C)=CN32)SC1=S
56	O=C(O)c1c2c(nc3ccccc13)CCN(Cc1ccccc1)C2
56	O=c1ccc(-c2ccccc2)nn1CCNS(=O)(=O)c1cc(C(F)(F)F)ccc1Cl

Rewritten in CSV form: 4 of the compounds above.
molecule,RMI FANCM FP
Cc1cc(C(=O)CSc2nnc3ccc4ccccc4n23)c(C)n1-c1cc(F)ccc1F,64
COc1ccc(Cl)c2sc(N(CCCN3CCOCC3)C(=O)c3ccn(C)n3)nc12,91
CC(C)(C)OC(=O)N1Cc2ccccc2C[C@H]1C(=O)NCCN1CCOCC1,53
COc1cccc(NC(=S)NNc2ccc([N+](=O)[O-])cc2)c1,59

The list goes on.
RMI FANCM FP	compound
60	NS(=O)(=O)c1ccc(NC(=O)c2cc[n+]([O-])cc2)cc1
55	CCCC1CCC(c2ccc(-c3ccc(CC)cn3)cc2)CC1 (stereo unspecified)
70	CN1CCc2cc(C(CNC(=O)C(=O)NCc3ccc(Cl)cc3)N(C)C)ccc21 (stereo unspecified)
61	O=S(=O)(c1cc(Cl)sc1Cl)N1CCCN(CCc2ccccc2)CC1
53	COc1cccc(NC(=O)CSc2nnc3ccc(-c4ccccn4)nn23)c1
54	NC(=O)C1=CNCCC1C(F)(F)F (stereo unspecified)
31*	CCC(C(=O)Nc1cc(-c2ccco2)nn1-c1nc(C)c(C)c(=O)[nH]1)c1ccccc1 (stereo unspecified)
59	O=C(C1CCN(c2ccc(-c3cccs3)nn2)CC1)N1CCOCC1
60	CCOC(=O)c1cnc2c(c(C)nn2C)c1Sc1ccccn1
53	NC(=S)N/N=C\c1ccccc1OC(=O)c1cc([N+](=O)[O-])cc([N+](=O)[O-])c1

Screening results as filed in PubChem BioAssay.
